Screens deposited in PubChem BioAssay by Broad Institute.
DENV2 CPE rescue: inhibitors of DENV2 cytopathic effect | DENV2-infected cells, cytopathic effect rescue, plate reader | CPE inhibition, % at 9.99 µM | actives 1.7% (n = 350,000) | AID 651640; in the data active = CPE inhibition above about 20%, passing the limit was not always enough; tested in BHK-21 cells;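 also: 0% = median of neutral control wells and 100% = median of positive control wells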
FN deposit inh: fibronectin deposition inhibition; actives 0.086% (n = 350,000); inhibition, % at 12.6 µM; AH1F fibroblasts, Alexa488-fibronectin deposition fluorescence, overnight;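 active = mean inhibition across replicates of 30% or more, regardless of how many single replicates reach that level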;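 also: positive control wells lacked labelled fibronectin entirely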
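Material: AH1F fibroblast monolayer depositing Alexa488-labelled fibronectin into matrix / Amount: 10000 AH1F cells per well / Signal: fluorescence 485/525 nm / Medium: DMEM, 2% serum / Compound: single dose, pinned / Incubation: 1 h cell adhesion before compound, then overnight fibronectin incubation / Reagent: Alexa488-FN, 24 nM final / Read-out: inhibition of fibronectin deposition signal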
GSIS activator: GLuc luminescence reporter in INS-1E cells, primary screen for activators of glucose-dependent secretion of insulin; INS-1E GLuc reporter insulin secretion, 2-3 h; activation, % at 16.6 µM; actives 0.61% (n = 370,000);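 active = lowest replicate activation of at least 40%, so every replicate reaches that level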;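 also: 0% = median of neutral control wells and 100% = median of IBMX positive control wells; some compounds called inactive have numbers as strong as hits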
PAX8 reporter: inhibitors of PAX8 transcriptional activity in RMG-I cells; RMG-I TPO-luciferase reporter, SteadyGlo, 24 h; actives 1.2% (n = 360,000); AID 652154; inhibition, % at 12.6 µM;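 active = mean replicate inhibition at least 60% with every replicate also reaching 60%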;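 also: luciferase light reporting Pax8 driven TPO promoter activity; plate controls were median of neutral control wells for no effect and mitoxantrone controls for full effect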
CFTR F508del cor: correctors of CFTR F508del function in bronchial epithelial cells; CFBE cells, YFP halide quenching; stimulated with forskolin plus potentiator P3; % fluorescence drop versus neutral controls; activity (quench increase), % at 7.58 µM; actives 0.36% (n = 350,000); AID 720511;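 active = mean added fluorescence quench of at least 8% versus neutral control, with both replicates also reaching 8%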;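 also: cells transiently co-express mutant CFTR-F508del with the halide-sensitive YFP; corrector assay measuring rescue of mutant channel to the surface after 24 h compound exposure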
EWS-Fli inh: blocks EWS/Fli oncoprotein-driven transcription; A673 NR0B1-luciferase reporter, viability-normalised; inhibition, % at 12.6 µM; actives 0.67% (n = 350,000); AID 651661;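 active = mean inhibition of at least 50% after viability correction, with every replicate also passing that limit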;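 also: firefly luciferase signal divided by Alamar Blue viability fluorescence both relative to DMSO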
miR122 inh: miR-122 inhibition in Huh7 cells; Huh7 miR-122 Renilla luciferase sensor, 48 h; neutral wells = 0, positive control = 100; activation (reporter increase), % at 12.5 µM; actives 0.3% (n = 340,000); AID 602342;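 active = mean replicate activation score at least 90 and every replicate individually at or above 90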;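 also: higher luciferase means less miR-122 activity so hits act as miR-122 inhibitors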
* marks the source's active call; other numbers are inactive results; [ ] = dose if it differs, or a comment. Compounds as they come; overall some 3.9% were active at least once.

Screening COc1ccc(C2CC2/C(C)=N/OC(=O)C2CC2)cc1 (stereo not drawn) returned DENV2 CPE rescue -8, FN deposit inh 14, GSIS activator -2, PAX8 reporter -24, CFTR F508del cor -5.4, EWS-Fli inh -13 and miR122 inh 1.
`CCCCC1(CO)C(=O)N(c2ccccc2)N(c2ccccc2)C1=O` gave DENV2 CPE rescue -3, FN deposit inh -3, GSIS activator 1, PAX8 reporter 1, CFTR F508del cor -2.4, EWS-Fli inh 0 and miR122 inh -10.
Screening Cc1ccc(S(=O)(=O)N2[C@@H](c3ccc(F)cc3)C(C(=O)O)=C[C@H]2CC2CCCC2)cc1 returned DENV2 CPE rescue -11, FN deposit inh -10, GSIS activator 8, PAX8 reporter -14, CFTR F508del cor -1.7, EWS-Fli inh -1 and miR122 inh -3.
Screening Cn1nc(C(=O)NCc2ccc(Cl)cc2)c2c1-c1ccccc1S(=O)(=O)C2 returned DENV2 CPE rescue -14, FN deposit inh 25, GSIS activator 35, PAX8 reporter 8, CFTR F508del cor 2.2 and EWS-Fli inh 6.
Screening C[C@@H]1CCCCO[C@@H](CN(C)C(=O)C2CCCCC2)[C@@H](C)CN([C@H](C)CO)C(=O)c2cc(NS(=O)(=O)c3ccccc3)ccc2O1 returned DENV2 CPE rescue -15, FN deposit inh 8, GSIS activator -3, PAX8 reporter 35, CFTR F508del cor 0.8, EWS-Fli inh -22 and miR122 inh -4[16.7 µM].
O=C1CCCc2c1cc(C(=O)Nc1ccc(Cl)cn1)c(=O)n2-c1ccccc1 was read as FN deposit inh 8, PAX8 reporter 13 and miR122 inh -24.
`O=C1C=C(c2cc3ccccc3o2)C[C@@H](c2ccc(F)cc2)C1` gave FN deposit inh 8, GSIS activator -5, PAX8 reporter -28, CFTR F508del cor -1.7, EWS-Fli inh -14 and miR122 inh -2.
Screening Cc1cc(=O)n2c(-c3ccc(Cl)cc3)csc2n1 returned DENV2 CPE rescue -4, FN deposit inh -15, GSIS activator -5, PAX8 reporter -11, CFTR F508del cor 2.1 and EWS-Fli inh -11.
Screening O=C(Nc1cccc(C(=O)N2CCOCC2)c1)C1CC1 returned DENV2 CPE rescue 12, FN deposit inh -3, GSIS activator 0, PAX8 reporter -7, CFTR F508del cor 2.0, EWS-Fli inh -8 and miR122 inh 0.
`COc1cccc(C=NNC(=O)C(C)SC(C)C(=O)NN=Cc2cccc(OC)c2)c1` (stereo not drawn) gave DENV2 CPE rescue 5, FN deposit inh -7, GSIS activator 19, PAX8 reporter -5, CFTR F508del cor 2.1, EWS-Fli inh -2 and miR122 inh -2.
Screening Cc1cc(NCc2ccco2)nc(N2CCC(C(=O)NC3CCCCC3)CC2)n1 returned FN deposit inh 1, GSIS activator 2, PAX8 reporter 19, CFTR F508del cor 3.2, EWS-Fli inh 14 and miR122 inh 7.
CN(C(=O)CO/N=C/c1ccc(Cl)cc1)c1ccccc1 was read as DENV2 CPE rescue 3, GSIS activator -6, PAX8 reporter -18, CFTR F508del cor -1.8, EWS-Fli inh -5 and miR122 inh -8.

Random excerpt: 2 entries already listed
Screening Cc1cc(=O)n2c(-c3ccc(Cl)cc3)csc2n1 returned DENV2 CPE rescue -4, FN deposit inh -15, GSIS activator -5, PAX8 reporter -11, CFTR F508del cor 2.1 and EWS-Fli inh -11.
`O=C1C=C(c2cc3ccccc3o2)C[C@@H](c2ccc(F)cc2)C1` gave FN deposit inh 8, GSIS activator -5, PAX8 reporter -28, CFTR F508del cor -1.7, EWS-Fli inh -14 and miR122 inh -2.

Additional records follow:
`CC(C)(C)c1cc(C(=O)O)c(CN2CCCCC2)o1` gave FN deposit inh -2, PAX8 reporter 4 and miR122 inh -1.
`COc1cccc(-c2nc3n(n2)CCc2ccccc2-3)c1` gave DENV2 CPE rescue 6, FN deposit inh -1, GSIS activator 0, PAX8 reporter -138, CFTR F508del cor 0.0, EWS-Fli inh -17 and miR122 inh 5.
For COc1cc(/C(O)=C(\C#N)c2nc3ccccc3[nH]2)cc(OC)c1OC the results were DENV2 CPE rescue 1, FN deposit inh -11, GSIS activator 2, PAX8 reporter 14, CFTR F508del cor 0.7, EWS-Fli inh 6 and miR122 inh 2.
`COC(=O)N(NC(=O)C(O)(C(C)C)C(C)C)c1ccccc1` gave DENV2 CPE rescue 0, FN deposit inh 4, GSIS activator -2, PAX8 reporter 1, CFTR F508del cor 0.0 and EWS-Fli inh 11.
For COCCn1c(-c2ccc(Br)cc2)nc2oc3cc(OC)ccc3c(=O)c2c1=O the results were DENV2 CPE rescue 2, FN deposit inh 4, GSIS activator 19, PAX8 reporter -12, CFTR F508del cor 1.2, EWS-Fli inh -6 and miR122 inh -2.
`CCN1C(=S)N[C@@H](c2cccs2)C(C(=O)OC)=C1C` gave DENV2 CPE rescue -1, FN deposit inh -6, GSIS activator 21, PAX8 reporter -4, CFTR F508del cor -0.6 and EWS-Fli inh 4.
Screening O=C(O)CN1C(=O)/C(=C\c2ccc(OC(=O)c3ccco3)cc2)SC1=S returned DENV2 CPE rescue -1, FN deposit inh -5, GSIS activator 8, PAX8 reporter -19, CFTR F508del cor -1.8, EWS-Fli inh -9 and miR122 inh -7.
For COCC(=O)N(C[C@H]1N[C@@H](CO)[C@@H]1c1ccc(-c2cccnc2)cc1)C(C)C the results were DENV2 CPE rescue 15, FN deposit inh 0, GSIS activator 3, PAX8 reporter -8, CFTR F508del cor -2.2, EWS-Fli inh 1 and miR122 inh 0[16.7 µM].
`O=C(OCC(=O)N1CCN(c2ccccc2)CC1)c1ccccc1OC(F)F` gave DENV2 CPE rescue 6, FN deposit inh 1, GSIS activator -1, PAX8 reporter -22, CFTR F508del cor -4.7 and EWS-Fli inh -8.
COC(=O)C1=C(C)NC(C)=C(C(=O)OC)C1c1ccc(OC(=O)c2oc3ccccc3c2C)c(OC)c1 was read as FN deposit inh -4, GSIS activator -17 and PAX8 reporter 9.
Screening O=C(N=Nc1c(O)[nH]c2ccc(Br)cc12)c1ccco1 returned DENV2 CPE rescue 3, FN deposit inh -4, GSIS activator 5, PAX8 reporter -42, CFTR F508del cor 0.7, EWS-Fli inh -23 and miR122 inh 1.
For O=[N+]([O-])c1ccc(S(=O)(=O)NCCS(=O)(=O)N2CCN(c3ccccc3)CC2)cc1 the results were DENV2 CPE rescue 6, FN deposit inh -2, GSIS activator 4, PAX8 reporter 12 and CFTR F508del cor 1.0.
`COc1cccc(C2Nc3ccccc3NC3=C2C(=O)CC(C)(C)C3)c1` (stereo not drawn) gave DENV2 CPE rescue -8, FN deposit inh 3, GSIS activator 6, PAX8 reporter 19, CFTR F508del cor -0.2, EWS-Fli inh 9 and miR122 inh 3.
Screening Cc1ccc(Nc2nnc(SCC(=O)NCCN3C(=O)CSC3=O)s2)cc1C returned DENV2 CPE rescue 2, FN deposit inh 4, GSIS activator 3, PAX8 reporter -62, CFTR F508del cor 3.1, EWS-Fli inh -42 and miR122 inh 28.
For CO[C@@H]1CN(C)C(=O)c2cc(NC(=O)C3CCC3)ccc2OC[C@@H](C)N(CC2CCCCC2)C[C@H]1C the results were DENV2 CPE rescue -4, FN deposit inh 0, GSIS activator -10, PAX8 reporter -3, CFTR F508del cor 0.5 and EWS-Fli inh -10.
For CS(=O)(=O)N1[C@H](CO)[C@@H](c2ccccc2)C12CN(Cc1ccccn1)C2 the results were DENV2 CPE rescue 16, FN deposit inh -7, GSIS activator -1, PAX8 reporter -7, CFTR F508del cor 0.0 and EWS-Fli inh 1.
O=C(C[C@H]1CC[C@@H]2[C@H](COC[C@@H](O)CN2Cc2cccc(Cl)c2)O1)Nc1nccs1 was read as DENV2 CPE rescue -2, FN deposit inh -4, GSIS activator -1, PAX8 reporter 18, CFTR F508del cor -4.2, EWS-Fli inh 13 and miR122 inh 5[16.7 µM].
CCc1ccc(NC(=O)CSc2nc3ccsc3c(=O)n2CCCCCC(=O)O)cc1 was read as DENV2 CPE rescue -3, FN deposit inh -5, GSIS activator -8, PAX8 reporter 1, CFTR F508del cor 2.9 and EWS-Fli inh 9.
O=C(CNc1ccc(Br)cc1)c1ccc(Br)s1 was read as DENV2 CPE rescue -1, FN deposit inh -2, GSIS activator 10, PAX8 reporter -13, CFTR F508del cor -1.2, EWS-Fli inh -36 and miR122 inh 24.
`Fc1ccc2c(c1)C(c1ccncc1)=NNC(c1ccccc1)=N2` gave FN deposit inh -13, GSIS activator 5 and PAX8 reporter -1.
O=C(Nc1ccc2nc(N3CCOCC3)sc2c1)c1cc2ccccc2o1 was read as DENV2 CPE rescue 15, FN deposit inh -7, GSIS activator 8, PAX8 reporter 3, CFTR F508del cor 2.8, EWS-Fli inh -54 and miR122 inh -2.
For CCc1nnc(NC(=O)CCN2C(=O)C3CCCCC3C2=O)s1 (stereo not drawn) the results were DENV2 CPE rescue 0, FN deposit inh 0, GSIS activator 5, PAX8 reporter -15, CFTR F508del cor -0.2 and EWS-Fli inh 1.
`COCC(=O)N(C)C[C@@H]1Oc2ncc(-c3ccccc3F)cc2C(=O)N([C@H](C)CO)C[C@H]1C` gave DENV2 CPE rescue 3, FN deposit inh -14, GSIS activator 14, PAX8 reporter -14, CFTR F508del cor 0.3 and EWS-Fli inh -16.
Screening COc1ccc(NC(=O)CCSc2nnc(C)s2)cc1 returned FN deposit inh -3, PAX8 reporter -15 and miR122 inh -7.
For COC(=O)C[C@@H]1CC[C@H](NC(=O)Nc2cccc(F)c2)[C@@H](CO)O1 the results were DENV2 CPE rescue 4, FN deposit inh 7, GSIS activator 1, PAX8 reporter -17, CFTR F508del cor 0.7 and EWS-Fli inh -1.
`C[C@H]1CN([C@@H](C)CO)C(=O)c2cc(-c3cncnc3)cnc2O[C@H]1CN(C)C(=O)Cc1ccccn1` gave DENV2 CPE rescue 0, FN deposit inh -4, GSIS activator 20, CFTR F508del cor 0.3, EWS-Fli inh 1 and miR122 inh -7[16.7 µM].
For CCC(=O)N1[C@H](C(=O)N[C@@H](C)c2ccccc2)[C@@H](CO)[C@@H]2Cn3c(cccc3=O)[C@@H]21 the results were DENV2 CPE rescue 0, GSIS activator 9, CFTR F508del cor -2.5 and EWS-Fli inh -4.
For NC(=O)NC(=O)CC1S/C(=N/N=C2/NC(=O)CS2)NC1=O (stereo not drawn) the results were DENV2 CPE rescue -4, FN deposit inh 4, GSIS activator 0, PAX8 reporter 2, CFTR F508del cor -2.8 and EWS-Fli inh 2.
`[N-]=[N+]=Nc1ccccc1C[C@@]1(C(=O)NCc2ccccc2)N=C(c2ccc(OCCCO)cc2)O[C@@H]1c1ccccc1N=[N+]=[N-]` gave DENV2 CPE rescue 6, PAX8 reporter 6, CFTR F508del cor -0.2 and EWS-Fli inh 19.
C[C@H](CO)N1C[C@H](C)[C@@H](CN(C)Cc2ccc3c(c2)OCO3)OCCCC[C@H](C)Oc2ccc(NC(=O)c3ccncc3)cc2C1=O was read as DENV2 CPE rescue -14, FN deposit inh -3, GSIS activator 16, PAX8 reporter -12, CFTR F508del cor -2.8, EWS-Fli inh -6 and miR122 inh 21[16.7 µM].
Screening CC(C(=O)NCC1CCCO1)n1cc([N+](=O)[O-])cn1 (stereo not drawn) returned DENV2 CPE rescue -4, FN deposit inh 0, GSIS activator 11, PAX8 reporter -7, CFTR F508del cor -2.2, EWS-Fli inh -15 and miR122 inh 7.
C/C(=N\NC(=O)c1cccnc1)c1ccc(-n2ccnc2)cc1 was read as DENV2 CPE rescue 16, FN deposit inh -12, GSIS activator -3, PAX8 reporter 7 and EWS-Fli inh 3.
CCCCn1c(CCn2nc(C)c(Br)c2C)n[nH]c1=S was read as DENV2 CPE rescue -3, GSIS activator 4, CFTR F508del cor -1.2 and EWS-Fli inh 0.

Taken from above for reference:
For COC(=O)C[C@@H]1CC[C@H](NC(=O)Nc2cccc(F)c2)[C@@H](CO)O1 the results were DENV2 CPE rescue 4, FN deposit inh 7, GSIS activator 1, PAX8 reporter -17, CFTR F508del cor 0.7 and EWS-Fli inh -1.
`C[C@H]1CN([C@@H](C)CO)C(=O)c2cc(-c3cncnc3)cnc2O[C@H]1CN(C)C(=O)Cc1ccccn1` gave DENV2 CPE rescue 0, FN deposit inh -4, GSIS activator 20, CFTR F508del cor 0.3, EWS-Fli inh 1 and miR122 inh -7[16.7 µM].
